# RECQ1 helicase = blocks DNA unwinding by human RECQ1 | P46063 | RECQ1 DNA unwinding, red fluorescence kinetic read | Potency, µM (highest dose often 57.3 µM), inactives show at the top dose activity, negative = inhibition, most hits filed as inhibitors | actives 0.54% (n = 240,000);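 further: plate controls were vehicle for no effect and no enzyme for full effect; nearly all actives have a fitted effect of over 30% in size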
# Target sequence (P46063 whole entry, looked up): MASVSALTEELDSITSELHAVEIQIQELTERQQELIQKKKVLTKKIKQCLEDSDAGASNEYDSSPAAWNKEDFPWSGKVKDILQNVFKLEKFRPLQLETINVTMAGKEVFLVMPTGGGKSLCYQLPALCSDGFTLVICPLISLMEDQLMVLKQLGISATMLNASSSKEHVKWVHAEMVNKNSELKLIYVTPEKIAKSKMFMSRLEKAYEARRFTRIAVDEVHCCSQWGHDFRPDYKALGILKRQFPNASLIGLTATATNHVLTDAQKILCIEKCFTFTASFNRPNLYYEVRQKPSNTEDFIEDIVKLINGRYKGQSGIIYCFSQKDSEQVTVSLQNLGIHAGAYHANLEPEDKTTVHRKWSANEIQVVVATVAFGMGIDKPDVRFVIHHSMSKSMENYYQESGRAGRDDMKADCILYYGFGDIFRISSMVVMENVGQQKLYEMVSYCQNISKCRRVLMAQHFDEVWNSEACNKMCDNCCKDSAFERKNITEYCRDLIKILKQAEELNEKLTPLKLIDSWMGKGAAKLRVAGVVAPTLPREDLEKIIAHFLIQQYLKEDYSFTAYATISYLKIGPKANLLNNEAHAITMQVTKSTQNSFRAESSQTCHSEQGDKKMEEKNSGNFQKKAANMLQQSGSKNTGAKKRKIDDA
#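 RECQ1T1 50 nM; forked duplex (20 bp + 30-nt ss tails) 200 nM, ATP 2 mM final; pH 8.0, 2 mM MgCl2, 2.5 ug/ml poly(dI-dC); 15 min compound preincubation; discontinuous kinetic read over 2 h at RT.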
# TR SRC2 fluor cs = alters Texas Red total fluorescence, flagging assay interference; TRb/SRC2 Texas Red total fluorescence interference; Potency, µM (top dose mostly 106 µM), for inactives: at the highest dose fluorescence change, negative = quenching; AID 1479; actives 0.29% (n = 280,000); active means well fitted curve in either direction with a large enough effect; inconclusive means small, poorly fitted or top-dose-only effect
#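 Human TRb ligand-binding domain at 0.6 uM with 20 nM Texas Red SRC2 peptide in Tris buffer containing 1 uM T3 and 5% DMSO, incubated with compound 5 h at ambient temperature. Total fluorescence (555/632 nm) calculated as parallel + 2 × perpendicular.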
# TRb SRC2 PPI = disrupts binding of human TR beta to SRC2 | P10828 | TRbeta-SRC2 peptide binding, fluorescence polarization; receptor liganded with 1 µM T3 | Potency, µM (highest dose often 106 µM), for inactives: at the highest dose activity change, negative = inhibition, hits mostly inhibitors | actives 0.065% (n = 280,000) | AID 1469;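 further: plate controls were bound peptide for no effect and peptide without receptor for full effect; nearly all actives have a fitted effect of over 50% in size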
#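 Polarization signal, normalized between peptide-alone and full complex controls, measured compound effects on T3-liganded human TRb LBD (0.6 uM) binding 20 nM Texas Red SRC2 peptide after 5 hr.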
# Tau FP inhib = inhibitors of human tau fibril formation; P10636; K18 P301L tau heparin fibrillization, Alexa594 FP, 6 h; Potency, µM (top dose mostly 57.7 µM), for the others: top-dose activity, negative = inhibition, most hits filed as inhibitors; actives 0.39% (n = 280,000); AID 1468; further: nearly all actives have a fitted effect of over 55% in size
#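 K18 P301L tau (15 uM unlabeled/0.24 uM Alexa 594-labeled, final) + compound + heparin 20 uM final; 100 mM NaOAc pH 7; 6 hr 37 C; ThT 30 uM final added, 1 hr RT; FP ex 555/em 632 nm.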
# L3MBTL1 inh = blocks human L3MBTL1; actives 0.66% (n = 230,000); AID 485360; AlphaScreen L3MBTL1–H3K9me1 peptide binding; Potency, µM (highest dose often 57.1 µM), for the others: top-dose activity, negative = inhibition, hits mostly inhibitors; Q9Y468; further: nearly all actives have a fitted effect of over 60% in size
#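 AlphaScreen proximity signal between nickel-chelate acceptor and streptavidin donor beads (final 10 ug/mL) reports binding of 50 nM L3MBTL1 to 75 nM biotin-H3 K9me1 peptide; complex incubated with compounds 30 min at room temperature; cefsulodin titration as control.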
# GoLoco inh red = inhibitors of human Gai1-RGS12 GoLoco interaction (red fluorophore). P63096. Gai1:RGS12 GoLoco peptide FP, rhodamine, 10 min. Potency, µM (top dose mostly 61.6 µM), for inactives: at the top dose activity, negative = inhibition, usual class: inhibitors. actives 0.44% (n = 230,000). AID 880; active means well fitted inhibition curve with a large enough effect, not every such curve was filed as active; inactive means no such curve, though single readings can be large or run the other way; further: nearly all actives have a fitted effect of over 30% in size; many of its hits are not listed in these tables
# KDM4E inh = inhibitors of human JMJD2E histone demethylase; B2RXH2; JMJD2E catalytic domain, FDH-coupled NADH fluorescence (FDH is formaldehyde dehydrogenase); Potency, µM (titrated, usually from 57.1 µM), for inactives: at the highest dose activity change, negative = inhibition, usual class: inhibitors; actives 1.6% (n = 230,000); active means well fitted inhibition curve with a large enough effect, not every such curve was filed as active; inconclusive means small, poorly fitted or top-dose-only effect, or another doubt; inactive means no such curve, though single readings can be large or run the other way;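 further: 0% = wells with enzyme and -100% = buffer wells without enzyme; nearly all actives have a fitted effect of over 50% in size; many of its hits are not listed in these tables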
# Target sequence (B2RXH2 1-337 limits assumed): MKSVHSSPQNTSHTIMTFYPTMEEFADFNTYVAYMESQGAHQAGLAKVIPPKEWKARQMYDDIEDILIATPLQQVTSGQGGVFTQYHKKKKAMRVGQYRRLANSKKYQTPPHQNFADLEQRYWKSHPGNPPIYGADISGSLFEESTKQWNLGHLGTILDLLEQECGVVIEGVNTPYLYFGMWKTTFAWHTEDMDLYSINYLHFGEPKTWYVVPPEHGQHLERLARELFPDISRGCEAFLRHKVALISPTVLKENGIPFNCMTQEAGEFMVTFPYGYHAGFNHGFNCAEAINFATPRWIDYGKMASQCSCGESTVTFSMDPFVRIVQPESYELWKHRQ
# Tau ThT inhib = inhibitors of human tau fibril formation, thioflavin T binding. AID 1460. actives 2.1% (n = 270,000). P10636. recombinant tau K18 P301L (four-repeat tau fragment), heparin-induced fibrillization, ThT fluorescence. Potency, µM (doses to about 57.4 µM), for the others: at the top dose activity, negative = inhibition, hits mostly inhibitors; further: nearly all actives have a fitted effect of over 55% in size
#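 Heparin-induced fibrillization of the P301L-mutant K18 repeat-domain fragment of human tau was followed by ThT binding in quantitative high-throughput format.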
# The depositor's hits bear a star; i = inactive; ? = inconclusive; / = no result given; [ ] = another dose, or the depositor's remark. Unless noted, the call rests on the fitted dose curve; in most records, active means well fitted curve in the direction sought with a large enough effect; inconclusive means small, poorly fitted or top-dose-only effect, or another doubt; inactive means no such curve, though single readings can be large; an effect the other way counts as inactive or inconclusive. Unless noted, on the % scale 0 is the no-effect control and ±100 the full control effect; potency means the concentration at half of the fitted maximal effect.
[1] COc1ccc(CNC(=O)C(=O)NCC(c2cccs2)S(=O)(=O)c2ccc(C)cc2)cc1 (stereo unspecified)
[2] O=C(c1ccc(S(=O)(=O)N2CCOCC2)cc1)N1CCN(c2ccccc2)CC1
[3] CCn1c(C)c(/C=N/Nc2nc3ccccc3s2)c2ccccc21
[4] Cc1ccc(S(=O)(=O)N2CCCCC2)cc1C(=O)Nc1ccc(N2CCOCC2)cc1
[5] O=C(Cn1c(-c2cccs2)cc2ccccc21)NCCCN1CCN(c2ccccc2F)CC1
[6] O=C(NCc1ccccc1)C1CCC(CNS(=O)(=O)c2ccc(Br)s2)CC1 (stereo unspecified)
[7] CCOC(=O)Cn1nc(-c2ccc(C)cc2)ccc1=O
[8] COc1cc(NC(=O)c2ccc(-c3nc(COc4ccccc4)c(C)o3)cc2)cc(OC)c1

compound no. | 1 | 2 | 3 | 4 | 5 | 6 | 7 | 8
RECQ1 helicase | / | -12% | -13% | -11% | / | / | 4% | /
TR SRC2 fluor cs | -2% | 0% | -1% | 1% | 6% | -1% | 0% | -1%
TRb SRC2 PPI | -3% | 2% | 0% | 12% | 3% | -2% | 9% | 6%
Tau FP inhib | -9% | 2% | 1% | 8% | 5% | -17% | 1% | ?
L3MBTL1 inh | / | -15% | ? | -4% | / | / | -4% | /
GoLoco inh red | / | 4% | -5% | -6% | / | / | 9% | /
KDM4E inh | / | -5% | ? | 8% | / | / | ? | /
Tau ThT inhib | 0% | -7% | 7.1µM* | -8% | ? | 4% | 2% | -12%

[9] Cc1ccc(C2C(=O)N(C3CCCC3)CC(=O)N2C2CCCCC2)cc1 (stereo unspecified)
[10] c1nc2sc3c(c2c2nnnn12)CCCC3
[11] O=S(=O)(c1ccc2nc(NCc3ccccc3Cl)ccc2c1)N1CCCCC1
[12] O=C1N/C(=C\c2ccccc2)C(O)=C1C=NCc1ccccc1
[13] COC(=O)Oc1ccc(/C=N/NC(=O)CSCc2ccc(Cl)cc2)cc1OC
[14] O=C(CN1C(=O)C2(SCC(=O)N2c2ccc(Cl)cc2)c2ccccc21)NCCc1ccccc1 (stereo unspecified)
[15] Fc1ccc(F)c(C2=NNC(=NCC3CCCO3)SC2)c1 (stereo unspecified)
[16] CCCCC(CC)C(=O)Nc1ncc([N+](=O)[O-])s1 (stereo unspecified)

compound no. | 9 | 10 | 11 | 12 | 13 | 14 | 15 | 16
RECQ1 helicase | -1% | i | / | -3% | -6% | / | -2% | 28%
TR SRC2 fluor cs | -2% | -6% | 0% | 4% | 0% | 0% | -5% | -2%
TRb SRC2 PPI | -1% | -6% | -4% | 6% | 0% | -3% | -8% | 5%
Tau FP inhib | 11% | -4% | ? | -9% | -8% | 3% | ? | 13%
L3MBTL1 inh | / | / | / | -4% | -2% | / | -25% | 10%
GoLoco inh red | 7% | 4% | / | 3% | -3% | / | 14% | 7%
KDM4E inh | 4% | ? | / | -8% | -9% | / | ? | 5%
Tau ThT inhib | -8% | -3% | 2% | 10% | -16% | 1% | ? | -2%

[17] c1cncc(-c2noc(-c3ccco3)n2)c1
[18] COc1ccc(OC)c(CN(CCCN2CCOCC2)C(=O)Nc2ccccc2)c1
[19] CCCCOC(=O)C1=C(C)Nc2nnnn2C1c1ccccc1Cl (stereo unspecified)
[20] CCN(CC)c1ccc(C(=O)Nc2cccc(F)c2)cc1
[21] CC(C)[C@H](NS(=O)(=O)c1ccc2c(c1)OCCO2)C(=O)OCC(=O)Nc1ccccc1
[22] Cc1ccc(S(=O)(=O)N2CCN(c3ccc(C(F)(F)F)cc3[N+](=O)[O-])CC2)cc1
[23] CC(C)(C)NC(=O)CN(C(=O)CS(=O)CC(=O)Nc1ccc(F)cc1)c1ccccc1F (stereo unspecified)
[24] COCCn1c(C2CCCCC2)nc2sc3ccccc3c(=O)c2c1=O

compound no. | 17 | 18 | 19 | 20 | 21 | 22 | 23 | 24
RECQ1 helicase | 10% | -8% | -11% | ? | -4% | -8% | 3% | 4%
TR SRC2 fluor cs | -3% | 3% | -2% | 1% | 0% | 2% | -4% | 3%
TRb SRC2 PPI | -21% | 3% | -12% | 5% | 11% | -19% | 0% | 4%
Tau FP inhib | 7% | 4% | 1% | 8% | -3% | 1% | -6% | -2%
L3MBTL1 inh | 19% | 5% | / | / | 6% | -2% | 2% | 5%
GoLoco inh red | -7% | -6% | 3% | 5% | -4% | -1% | 3% | -4%
KDM4E inh | 6% | 4% | -3% | ? | -8% | -7% | -19% | -1%
Tau ThT inhib | -5% | 2% | -9% | ? | -2% | 8% | -13% | -5%

[25] Cn1nc(-c2ccccc2)cc1NC(=O)Nc1ccc(C(C)(C)C)cc1
[26] CCOc1ccc(-c2cccc(NS(=O)(=O)c3ccc(Cl)s3)c2)nn1
[27] Cc1ccc(NC(=O)CCCCCCCCCCC2COCCO2)c(C)c1 (stereo unspecified)
[28] Cc1cc(C(=O)Nc2ccc(C(=O)O)cc2)c(-c2ccccc2)o1
[29] O=C(N/N=C/c1cc([N+](=O)[O-])ccc1O)c1cccc2cc[nH]c12
[30] NC(=O)c1cc(N2C(=O)C3CC=CCC3C2=O)ccc1N1CCCCC1 (stereo unspecified)
[31] CCCn1c(N2CCN(S(=O)(=O)Cc3ccccc3)CC2)nc2ccccc21
[32] Cc1cccc(N/N=C(\C(N)=O)C2=NC(C)(C)Cc3ccccc32)c1

compound no. | 25 | 26 | 27 | 28 | 29 | 30 | 31 | 32
RECQ1 helicase | -12% | / | -1% | -4% | -4% | -6% | -6% | -15%
TR SRC2 fluor cs | 0% | -6% | 0.025µM*[quencher] | -3% | -3% | -6% | -2% | -2%
TRb SRC2 PPI | 7% | 1% | ? | -5% | 2% | -6% | 0% | 9%
Tau FP inhib | 28µM* | -3% | 2% | 2% | -5% | -2% | -7% | 11%
L3MBTL1 inh | -5% | / | 30% | / | -9% | -1% | / | -21%
GoLoco inh red | 6% | / | -9% | -8% | 2% | 7% | -8% | -3%
KDM4E inh | -7% | / | 1% | ? | ? | ? | 11% | -8%
Tau ThT inhib | 0% | -11% | 5% | -12% | ? | -4% | -19% | ?

[33] Clc1ccc(-c2csc(-c3ccno3)n2)cc1
[34] CCC(=O)N(CCC(Cc1ccccc1)c1ccco1)Cc1ccco1 (stereo unspecified)
[35] Cc1ccc(NC(=O)CSC2=C(C#N)C(c3ccc4c(c3)OCO4)CC(=O)N2)cc1C (stereo unspecified)
[36] Cn1c(-c2sccc2OCc2ccc(Cl)cc2Cl)n[nH]c1=S
[37] O=C(Nc1ccc(Br)c(Cl)c1)C1CC1
[38] Cc1ccc(NC(=O)CSc2nnc(-c3ccc([N+](=O)[O-])cc3)o2)c(C)c1
[39] O=C(NCCc1ccccc1)c1cccc(N2C(=O)C3CC=CCC3C2=O)c1 (stereo unspecified)
[40] CCCCC1CC(CSC(=N)N)OC1=O (stereo unspecified)

compound no. | 33 | 34 | 35 | 36 | 37 | 38 | 39 | 40
RECQ1 helicase | -4% | i | -8% | -1% | -3% | / | -1% | -12%
TR SRC2 fluor cs | -9% | 0% | -1% | -1% | -3% | 5% | 0% | 3%
TRb SRC2 PPI | 1% | -3% | -2% | -10% | -3% | -4% | 1% | -14%
Tau FP inhib | 4% | 13% | ? | 1% | -6% | -7% | -1% | 1%
L3MBTL1 inh | 12% | -13% | 6% | -29% | 13% | / | / | 9%
GoLoco inh red | 5% | 26% | -9% | 6% | 1% | / | -3% | 15%
KDM4E inh | -27% | -4% | -7% | ? | 2% | / | -5% | -6%
Tau ThT inhib | 5% | 4% | 1% | -10% | -13% | -11% | -8% | -2%

[41] CCN(c1ccccc1C)S(=O)(=O)c1nnc(NC(=O)c2ccco2)s1
[42] CCOc1ccc(NC(=S)N2CCC(N(C)CC3CCCO3)CC2)cc1 (stereo unspecified)
[43] O=[N+]([O-])c1cccc(C(=Nc2cccc(Cl)c2)NO)c1
[44] CCC[N+](CC#Cc1ccccc1)(CCC)CC(=O)OCC
[45] Cc1ccccc1CN1CCCN(CC(=O)Nc2ccc3c(c2)OCCO3)S1(=O)=O
[46] CC(C)CNS(=O)(=O)c1ccc(CCC(=O)NCc2ccco2)cc1
[47] COc1ccccc1Nc1sc(C(=O)c2ccc3c(c2)OCO3)c(N)c1S(=O)(=O)c1ccccc1
[48] COc1ccc(C(=O)NCc2nnc(SCC(=O)Nc3nc4ccccc4s3)o2)cc1OC
[49] CCCCn1c(N)c(N(CC)C(=O)C(c2ccccc2)c2ccccc2)c(=O)[nH]c1=O
[50] COc1ccc(NC(=O)CC2C(=O)N(c3ccc(F)cc3)C(=S)N2NC(=O)c2ccc(Cl)cc2)cc1 (stereo unspecified)
[51] O=C(O)COc1ccccc1-c1ccccc1

compound no. | 41 | 42 | 43 | 44 | 45 | 46 | 47 | 48 | 49 | 50 | 51
RECQ1 helicase | / | 0% | -12% | -3% | / | -17% | / | -4% | -5% | -5% | 16%
TR SRC2 fluor cs | -3% | -1% | -1% | -1% | -2% | 7% | 0% | 0% | -2% | 0% | -7%
TRb SRC2 PPI | 1% | 10% | 5% | 8% | 2% | -15% | -11% | 3% | 2% | 2% | 7%
Tau FP inhib | -14% | 2% | -3% | 6% | 7% | ? | ? | -1% | 2% | ? | -2%
L3MBTL1 inh | / | -14% | 0% | 6% | / | -7% | / | 1% | 6% | 4% | 2%
GoLoco inh red | / | -4% | 5% | -6% | / | 13% | / | 16% | 5% | 13% | -10%
KDM4E inh | / | -3% | 2% | 6% | / | -3% | / | 7% | 9% | 8% | 3%
Tau ThT inhib | ? | 4% | -10% | 7% | -5% | ? | 4% | -5% | -2% | ? | -10%

# Only part of the results is shown; rates above refer to the full screens.
